Myeloid diff 2: promotes myeloid progenitor differentiation | ER-HoxA9 myeloid progenitors, lysozyme-GFP differentiation, flow cytometry | calls only at 10 µM | actives 1% (n = 360,000) | AID 624256;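 active = normalized GFP-positive differentiation at or above the plate's own cutoff, the solvent-only control mean plus 3 SD; inconclusive = no clear call, values can overlap the other calls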;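 also: cells exposed to compound for four days before flow analysis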
UTI89 phage lysis: protection from phage-mediated lysis, alamar blue read-out – E. coli UTI89, K1F phage, bacterial capsule biogenesis inhibitors (AID 488966); E. coli UTI89 K1F phage lysis, alamar blue, 2 h; higher % means a stronger effect; inhibition, % at 100 µM; hits with a dose series show IC50 in µM; actives 0.02% (n = 340,000);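 active = phage lysis inhibition, versus mean bacterial control, above a set limit; inconclusive = no clear call, values can overlap the other calls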;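 also: capsule biogenesis inhibitors block K1F phage lysis so surviving cells raise fluorescence; higher fluorescence means more inhibition of phage lysis; actives were called in the ten point dose series up to 300 µM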
Lipid droplet: modulators of hepatic lipid droplet formation; AML12 mouse hepatocytes, oleate lipid droplets, BODIPY imaging; inhibition, % at 6.5 µM; actives 0.4% (n = 240,000); AID 1656;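 active = lipid droplet intensity inhibited by at least 50%, with more than 500 cells counted; inconclusive = wells with under 300 cells, treated as cytotoxic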
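Test system: AML12 hepatocytes (mouse); reagent: oleate loading, 100 µM; dosing: one dose, 6.5 µM compound; incubation: overnight exposure; signal: fluorescence imaging, 20x objective, two fields per well; read-out basis: % inhibition of corrected integrated BODIPY droplet signal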
Lipid droplet cells 6.5 µM: further read-out of Lipid droplet, marked with its call; cell count; measured here: cell count, cytotoxicity flag;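 cells counted across two imaged fields per well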
Myeloid diff 2 GFP+ MAC1+ %: further read-out of Myeloid diff 2, marked with its call; GFP+ MAC1+ double positive, %; measured here: differentiation confirmed by MAC1 staining
* hit, by the source's call; i = inactive; ? = inconclusive; · = no result given; + = active, no number; [ ] = remark or other dose.

SMILES	Myeloid diff 2	Myeloid diff 2 GFP+ MAC1+ %	UTI89 phage lysis	Lipid droplet	Lipid droplet cells 6.5 µM
O=C(NC1CCCC1)C(c1cccnc1)N(Cc1ccccc1F)C(=O)c1csnn1 (stereo unspecified)	i	0.3	0.2%	-7.3	767
CCOc1cc2[nH]c(=S)n(Cc3ccc(C(=O)NCCCN(CC)CC)cc3)c(=O)c2cc1OCC	i	0.5	0.2%	10.5	845
Cc1cc(C(=O)N2CCCc3ccccc32)ccc1[N+](=O)[O-]	i	0.1	1.6%	2.6	781
O=C(N/N=C/c1cccnc1)c1ccc(NC(=O)c2ccc(F)cc2)cc1	i	0.3	1.4%	-15.5	758
CCC(Cc1ccccc1)NS(=O)(=O)c1ccc2c(c1)NC(=O)C(C)S2 (stereo unspecified)	i	1.2	0.0%	12.9	722
O=C(NCCO)C(=O)Nc1cc2c3c(c1)CCN3C(=O)CC2	i	1.4	0.5%	-1.6	750
COc1ccc(-c2cc(C(=O)Nc3ccc4c(c3)OCO4)no2)cc1OC	i	0.9	0.1%	-3.1	791
COCCC1CCCCN1C(=O)c1cc(COc2cccc(C(C)=O)c2)on1 (stereo unspecified)	i	0.4	2.9%	-1.7	690
CCN1CSC(=S)N(Cc2ccccc2)C1	i	1.5	1.1%	13.9	729
CN1C(=O)c2ccc(C(=O)Nc3ccccc3O)cc2C1=O	i	0.1	0.0%	-5.8	804
Cc1cc(NC(=O)CCC(=O)N(c2ccc(F)cc2)C(C(=O)NC2CCCC2)c2cccnc2)no1 (stereo unspecified)	i	1.5	0.3%	0.8	829
COc1ccccc1/C=N/NC(=O)c1cccc2ccccc12	i	1.2	-1.1%	-2.2	802
NC(=O)C1CCCN1S(=O)(=O)c1ccc2ccccc2c1 (stereo unspecified)	?	·	-1.0%[50 µM]	2.6	575
COc1cc(C(C)=O)ccc1OCCCOc1cccc2cccnc12	i	0.5	-0.9%	-2.4	818
COc1ccc(OCC(=O)Nc2ccc(NC(=O)c3ccccc3Cl)c(OC)c2)cc1	i	0.6	0.4%	-2.5	718
O=C1CCC(C(=O)N2CCCCO2)CN1Cc1cccc(F)c1 (stereo unspecified)	i	0.8	0.2%	-1.3	684
COc1ccccc1C1C(C(N)=O)=C(C)Nc2nc(CCCO)nn21 (stereo unspecified)	i	1.0	-0.2%	-2.1	839
CCN(C(=O)Cn1c(=O)oc2ccccc21)c1cccc(C)c1	i	0.6	0.2%	-5.5	423
CCOC(=O)N1CCN(C(=O)C2CCN(S(=O)(=O)c3cc(Cl)ccc3OCC)CC2)CC1	i	0.4	-0.2%	-32.0	859
CNc1ccccc1C(=O)OC(C)C(=O)Nc1ccc(Cl)cn1 (stereo unspecified)	?	·	3.8%[50 µM]	0.6	747
CC(=O)c1cccc(NC(=O)c2cc(-c3ccco3)on2)c1	i	0.8	0.1%	3.6	815
OCC1(Cc2ccc(F)cc2F)CCCN(CCCc2ccccc2)C1 (stereo unspecified)	i	0.3	0.0%	-9.0	796
O=C1NC(=O)C(Cc2cccc(Oc3ccccc3)c2)S1 (stereo unspecified)	i	0.5	0.7%	14.3	682
Cn1ccnc1SCC(=O)N1CCc2ccccc21	i	4.3	1.2%[50 µM]	-12.4	833
CCOc1ccc(NC(=O)CCC(=O)N/N=C(\C)c2cccs2)cc1	i	0.0	0.1%	-6.8	556
(list continues)
SMILES	Myeloid diff 2	Myeloid diff 2 GFP+ MAC1+ %	UTI89 phage lysis	Lipid droplet	Lipid droplet cells 6.5 µM
O=S(=O)(Nc1cccc(-c2cn3c(n2)SCC3)c1)c1ccccc1F	i	0.8	-0.4%	-26.9	646
Cc1cn(C2OC[C@@H](O)[C@@H]2CO)c(=O)[nH]c1=O (stereo partly specified)	i	0.4	-0.9%[50 µM]	-5.5	806
CCOC(CNC(=O)Cn1nc(Cc2ccncc2)c2ccccc2c1=O)OCC	i	0.5	0.5%	5.1	749
COc1cc2nc(CC(C)C)n(NC(=O)c3ccccc3Br)c(=O)c2cc1OC	i	0.2	0.4%	-0.7	821
CC(C)c1ccc(OCC(O)CN2CCN(c3ccccn3)CC2)cc1 (stereo unspecified)	i	0.1	0.2%	-0.6	810
CCOc1ccc(-c2noc(CCC(=O)NC3CCCC3)n2)cc1OC	i	0.3	0.2%	6.3	856
Cc1cc(N2CCOCC2)n2nc(C)c(-c3ccc(Cl)cc3)c2n1	i	0.3	-0.3%	97.5*	810*
COc1ccccc1C(=O)OCC(=O)NC1CCCC1	+	10.2*	0.1%	-9.3	864
CC(C)(C)c1ccc(C(=O)N2CCC(C(=O)N3CCCCC3)CC2)cc1	i	0.5	0.1%	2.5	807
CCOc1cc(/C=N/N2CCN(Cc3ccccc3)CC2)ccc1O	i	0.8	1.2%	-1.5	868
Cc1ccc(C(=O)OCC(=O)N2CCCC2)cc1	i	1.7	0.0%	0.4	778
O=C(/C=C/c1c(F)cccc1Cl)Nc1ccc(S(=O)(=O)Nc2ncccn2)cc1	i	0.9	1.0%[50 µM]	-2.6	891
COc1ccc(CCC(C)NCc2ccc(Cl)c(Cl)c2)cc1 (stereo unspecified)	i	0.8	1.5%	-17.1	824
COc1ccc(CCNS(=O)(=O)c2cc3c4c(c2)C(C)C(=O)N4CCC3)cc1OC (stereo unspecified)	i	0.3	0.9%	-4.0	657
CCOc1cc(OCC)cc(C(=O)NCc2ccco2)c1	i	0.2	0.2%	-1.9	858
O=C(NCC(O)c1ccccc1)c1ccc(Cl)c(S(=O)(=O)N2CCCCC2)c1 (stereo unspecified)	i	0.7	1.2%[50 µM]	-4.9	809
O=C(CCS(=O)(=O)Cc1cccc(Cl)c1)NCCc1ccccc1	i	0.5	0.1%	-4.7	814
Cc1ccccc1-n1nc2c(c1NC(=O)c1cccs1)CS(=O)(=O)C2	i	2.5	0.1%	-3.6	745
COCCn1c(SCC(=O)NCc2ccc(F)cc2)nc2ccccc21	i	2.2	0.6%	-2.1	858
Cc1cc(OC(C)C(=O)N(Cc2ccco2)C2CCS(=O)(=O)C2)cc(C)c1Cl (stereo unspecified)	i	2.4	2.5%	-2.7	816
O=C(CCN1C(=O)S/C(=C\c2ccc(F)cc2)C1=O)Nc1ccc(C(=O)O)c(O)c1	i	7.7	-0.2%	-2.5	684
c1ccc(CCCN2CCOCC2)cc1	i	0.6	-1.0%	1.8	764
COc1ccc(CCNC(=O)CNC(=O)c2nn(-c3ccc(OC)c(OC)c3)c(=O)c3ccccc23)cc1OC	i	0.7	0.1%	-5.0	822
Oc1ccc(C23CC4CC(CC(C4)C2)C3)cc1O	i	0.6	0.0%	-7.9	802
COc1cccc(/C=C/C(=O)N2CC(C)OC(C)C2)c1OC (stereo unspecified)	i	0.6	-0.1%	22.2	769

In the list so far, nine contain a Cl atom.
SMILES	Myeloid diff 2	Myeloid diff 2 GFP+ MAC1+ %	UTI89 phage lysis	Lipid droplet	Lipid droplet cells 6.5 µM
COc1ccc(OCC(=O)Nc2ccc(NC(=O)c3ccccc3Cl)c(OC)c2)cc1	i	0.6	0.4%	-2.5	718
CCOC(=O)N1CCN(C(=O)C2CCN(S(=O)(=O)c3cc(Cl)ccc3OCC)CC2)CC1	i	0.4	-0.2%	-32.0	859
CNc1ccccc1C(=O)OC(C)C(=O)Nc1ccc(Cl)cn1 (stereo unspecified)	?	·	3.8%[50 µM]	0.6	747
Cc1cc(N2CCOCC2)n2nc(C)c(-c3ccc(Cl)cc3)c2n1	i	0.3	-0.3%	97.5*	810*
O=C(/C=C/c1c(F)cccc1Cl)Nc1ccc(S(=O)(=O)Nc2ncccn2)cc1	i	0.9	1.0%[50 µM]	-2.6	891
COc1ccc(CCC(C)NCc2ccc(Cl)c(Cl)c2)cc1 (stereo unspecified)	i	0.8	1.5%	-17.1	824
O=C(NCC(O)c1ccccc1)c1ccc(Cl)c(S(=O)(=O)N2CCCCC2)c1 (stereo unspecified)	i	0.7	1.2%[50 µM]	-4.9	809
O=C(CCS(=O)(=O)Cc1cccc(Cl)c1)NCCc1ccccc1	i	0.5	0.1%	-4.7	814
Cc1cc(OC(C)C(=O)N(Cc2ccco2)C2CCS(=O)(=O)C2)cc(C)c1Cl (stereo unspecified)	i	2.4	2.5%	-2.7	816

Additional records
SMILES	Myeloid diff 2	Myeloid diff 2 GFP+ MAC1+ %	UTI89 phage lysis	Lipid droplet	Lipid droplet cells 6.5 µM
Cc1cccc(N(C(=O)Cc2cccs2)C(C(=O)NC2CCCC2)c2ccncc2)c1 (stereo unspecified)	i	0.6	0.3%	2.5	820
COc1ccc(OCC(=O)N2CCCC2=O)c([N+](=O)[O-])c1	i	1.5	-0.1%	4.1	674
CC(C)N1CCN(C(=O)c2cccc(Cl)c2)CC1	i	0.5	1.6%	-7.4	792
CN1CCCN(S(=O)(=O)c2ccccc2)CC1	i	0.3	0.0%	-0.6	793
O=C(Cn1ncc2c([nH]c3ccccc32)c1=O)NCCc1ccc(Cl)cc1	i	3.5	3.3%	40.0	799
CC(C)CN(CC(C)C)C(=O)CN1C(=O)NC2(CCc3ccccc3C2)C1=O (stereo unspecified)	i	0.6	0.1%	-0.6	809
CCc1ccc(OCC2c3cc(OC)c(OC)cc3CCN2C(C)=O)cc1 (stereo unspecified)	i	3.4	0.0%	1.1	716
Cc1ccc2nc(N3CCC(C(=O)NC4CCCCC4)CC3)sc2c1	i	3.7	0.0%	-10.5	679
COc1ccccc1P(=O)(Cc1ccccc1)c1ccccc1 (stereo unspecified)	i	0.5	-0.5%[50 µM]	-16.1	424
COc1ccc(C(CNC(=O)CSc2ccccc2C)N(C)C)cc1 (stereo unspecified)	i	0.5	-0.1%	-5.7	745
COc1ccc(CC(=O)NNC(=O)c2cc(C)[nH]n2)cc1	i	1.0	0.3%	4.2	813
COc1ccc(NC(=O)CCN2C(=O)c3ccccc3C2=O)cc1	i	0.7	-0.9%	7.5	782
O=[N+]([O-])c1ccccc1S(=O)(=O)N1CCCC(C(F)(F)F)C1 (stereo unspecified)	i	1.8	-0.6%	-8.0	816
CCc1ccc(NC(=O)CCS(=O)(=O)c2ccc(Br)cc2)cc1	i	0.5	0.2%	-0.4	816
COc1ccc(Cl)cc1Nc1nc(C)nc2c1nnn2Cc1ccccc1	i	0.6	-0.9%	-3.0	809
O=C(O)c1cc(NC(=O)c2ccccc2F)cc(NC(=O)c2ccccc2F)c1	i	0.9	0.8%	-3.3	836
CC(=O)N1CCOc2ccc(S(=O)(=O)NCCc3ccc(Cl)cc3)cc21	i	2.3	0.6%	-1.0	712
COc1cc(OC)cc(C(=O)N2CCC3(CC2)NCCc2[nH]cnc23)c1	i	1.9	0.6%	1.7	709
O=C(C1CCCN(S(=O)(=O)c2ccccc2)C1)N1CCN(c2ccc(F)cc2)CC1 (stereo unspecified)	i	1.0	0.3%	-17.0	891
CCC(C)NC(=O)Cc1c(C)c2cc3c(cc2oc1=O)OC(C)(C)CC3 (stereo unspecified)	i	0.2	-0.1%	-0.5	809
CCOc1ccc(NC(=O)CN(C)C(=O)c2cccnc2SC)cc1OCC	i	0.6	-0.1%	-11.2	795
C=CCOc1ccc(/C=N/NC(=O)C(=O)N2CCCCCC2)cc1OC	i	0.4	0.3%	1.6	785
COc1ccc(CNC(=O)C2CCCN(c3ncnc4c3nc3n4CCCCC3)C2)cc1 (stereo unspecified)	i	3.9	0.6%	-1.3	734
Cc1ccc(CS(=O)Cc2ccc(C(=O)NCC(C)c3ccccc3)o2)cc1 (stereo unspecified)	i	0.6	0.1%	-6.9	695
Cc1cc(Cl)c(OCCn2ccnc2)c(Br)c1	i	0.5	0.0%	-11.6	784
The list continues.
SMILES	Myeloid diff 2	Myeloid diff 2 GFP+ MAC1+ %	UTI89 phage lysis	Lipid droplet	Lipid droplet cells 6.5 µM
Oc1c(Br)cc(Br)cc1C=Nc1cccnc1	i	0.6	0.1%	2.0	843
CCC1CCCCN1S(=O)(=O)c1ccc(NC(=O)c2snnc2C)cc1 (stereo unspecified)	i	1.2	0.3%	-14.2	759
O=C1Nc2cc(C(=O)NCCCN3CCCC3)ccc2S/C1=C/c1ccccc1F	i	1.1	1.6%	-16.2	733
COc1cc(OC)cc(C(=O)NCCNc2nc3cc(C)cc(C)c3cc2C#N)c1	i	0.3	-0.2%	-5.4	798
Cc1ccnc(NC(=O)CCS(=O)(=O)c2ccccc2)c1	i	2.8	0.2%	-3.2	730
O=C(NC(=S)N1CCOCC1)c1ccc(F)cc1	i	1.5	0.3%	-21.8	599
O=C(NCCN1CCNC1=O)C1CCC(=O)N(Cc2ccccc2F)C1 (stereo unspecified)	i	2.3	1.0%[50 µM]	14.5	681
O=C(NCCCN1CCOCC1)c1ccc(Cl)cc1Cl	i	0.5	-0.5%	27.0	810
OCCC1CN(C2CCC2)CCN1Cc1ccc(F)c(F)c1 (stereo unspecified)	i	0.6	-0.5%	-4.8	820
Cc1cccc(OCC(O)Cn2c(N3CCCCC3)nc3c2c(=O)[nH]c(=O)n3C)c1 (stereo unspecified)	i	0.4	0.8%[50 µM]	-2.2	835
C=C(C)COc1ccc(-c2ncncc2-c2ccc(Cl)cc2)c(O)c1	i	0.2	0.2%	33.3	840
COc1ccc(C(=O)NNC(=S)NC(=O)c2ccc(OC)cc2)cc1	i	0.7	1.2%	1.2	800

Screens: PubChem, several laboratories

The list is partial; count on the stated rates, not on these rows.
